MPTP block = inhibitors of mitochondrial permeability transition pore; isolated mouse mitochondria, Ca2+ swelling absorbance, 30 min; 1.4% of 360,000 active; AID 602449; inhibition, % at 10 µM;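 active = inhibition of 50% or more, scaled per plate between neutral and stimulator controls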;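 note: 0% = DMSO wells given calcium and 100% = 1 mM EGTA wells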
hIAP activ = human IAP activation. 0.16% of 330,000 active. P09923. AID 2524. purified human IAP, CDP-Star luminescence, 30 min; stronger effect = higher value; 1 = vehicle-only enzyme, 0 = enzyme-free background. activation factor at 10 µM;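 active = activation factor of the enzyme at least 2-fold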; note: the source names both 10 and 20 µM as test concentration; values of inactives mirror those of a sister screen read the other way
Target sequence (P09923 whole entry, looked up): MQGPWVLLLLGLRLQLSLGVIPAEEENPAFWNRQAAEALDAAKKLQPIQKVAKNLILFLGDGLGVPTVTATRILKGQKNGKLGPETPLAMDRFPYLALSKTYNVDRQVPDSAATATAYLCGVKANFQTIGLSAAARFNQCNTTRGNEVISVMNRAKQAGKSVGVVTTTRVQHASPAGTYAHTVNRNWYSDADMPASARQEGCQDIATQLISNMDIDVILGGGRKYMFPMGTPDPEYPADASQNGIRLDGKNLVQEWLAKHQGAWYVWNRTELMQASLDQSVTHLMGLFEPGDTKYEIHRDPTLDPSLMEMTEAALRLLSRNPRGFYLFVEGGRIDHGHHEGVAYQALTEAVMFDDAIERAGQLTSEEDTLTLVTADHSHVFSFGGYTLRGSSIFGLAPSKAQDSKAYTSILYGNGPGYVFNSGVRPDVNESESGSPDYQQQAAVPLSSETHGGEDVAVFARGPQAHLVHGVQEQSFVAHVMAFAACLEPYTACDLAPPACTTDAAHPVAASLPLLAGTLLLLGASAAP
APOBEC3G inh = blocks human APOBEC3G single-stranded DNA deamination. inhibition, % at 20 µM. Q9HC16. recombinant A3G, ssDNA deamination FAM/TAMRA fluorescence. 0.28% of 330,000 active;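 active = inhibition of at least 40% at 20 µM, with no more than 30% in the related APOBEC3A deaminase screen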;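 note: plate controls were DMSO wells with A3G for no effect and wells lacking A3G enzyme for full effect; some compounds called inactive have numbers as strong as hits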
Target sequence (Q9HC16 whole entry, looked up): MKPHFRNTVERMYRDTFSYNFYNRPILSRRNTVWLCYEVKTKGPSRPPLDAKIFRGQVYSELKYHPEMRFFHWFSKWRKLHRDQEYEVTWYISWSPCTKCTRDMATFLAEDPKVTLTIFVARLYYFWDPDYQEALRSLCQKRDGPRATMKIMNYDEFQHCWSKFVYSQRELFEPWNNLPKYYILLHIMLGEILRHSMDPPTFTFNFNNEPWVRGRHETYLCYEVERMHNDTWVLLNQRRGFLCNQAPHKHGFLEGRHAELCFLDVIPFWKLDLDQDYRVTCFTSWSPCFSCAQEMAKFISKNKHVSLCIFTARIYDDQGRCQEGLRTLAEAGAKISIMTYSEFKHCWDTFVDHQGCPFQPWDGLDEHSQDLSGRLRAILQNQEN
mIAP act = mouse IAP activation. activation factor at 10 µM. 0.24% of 330,000 active. muIAP, CDP-Star luminescence, 30 min; stronger effect = higher value; 1 = vehicle-only enzyme signal, 0 = enzyme-free wells;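 active = activation factor of at least 2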; note: the source names both 10 and 20 µM as test concentration; values of inactives mirror those of a sister screen read the other way
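System: mouse IAP enzyme. Reagent: CDP-Star chemiluminescent phosphatase substrate. Benchmarks: DMSO wells, no-enzyme wells. Times: 30 min enzyme-substrate-compound incubation at room temperature. Detection: luminescence from enzymatic CDP-Star hydrolysis. Doses: test compounds delivered from DMSO solution.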
hIAP block = human IAP inhibition; AID 2544; 0.12% of 330,000 active; purified IAP, CDP-Star luminescence, 30 min; P09923; inhibition, % at 10 µM;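 active = inhibition reaching a set limit with compound at 10 µM in the primary screen, cut at about 35% in these data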;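 note: plate controls were DMSO wells with enzyme for no effect and no-enzyme buffer wells for full effect; values of inactives mirror those of a sister screen read the other way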
beta cell repl = induces beta-cell replication in MIN6 cells; 0.29% of 330,000 active; MIN6 cells proliferation, ATPlite luminescence, 48 h; cells starved in 0.2% serum; 100% = growth in 10% serum; AID 2380; proliferation, % at 10 µM;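 active = compounds whose signal lies at least 3.5 SD above the mean of all wells on their plate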;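 note: 0% = DMSO-treated cells in low-serum medium and 100% = 10% serum control; some compounds called inactive have numbers as strong as hits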
APOBEC3A inh = blocks human APOBEC3A ssDNA deamination; P31941; recombinant A3A, FAM/TAMRA ssDNA deamination fluorescence; inhibition, % at 20 µM; 0.41% of 330,000 active;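 active = at least 40% inhibition at 20 µM here, with at most 30% in a related deaminase screen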;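 note: plate controls were A3A with DMSO for no effect and wells lacking A3A enzyme for full effect; some results filed as inactive read as strong as hits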
Target sequence (P31941 whole entry, looked up): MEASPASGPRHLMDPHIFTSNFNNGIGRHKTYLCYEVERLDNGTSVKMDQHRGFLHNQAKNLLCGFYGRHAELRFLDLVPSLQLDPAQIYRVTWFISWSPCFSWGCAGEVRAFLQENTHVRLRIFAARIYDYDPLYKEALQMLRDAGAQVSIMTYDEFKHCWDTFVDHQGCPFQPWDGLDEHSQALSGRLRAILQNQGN
mIAP block = mouse IAP inhibition. AID 2806. 0.2% of 330,000 active. purified mouse IAP, CDP-Star luminescence, 30 min. inhibition, % at 10 µM;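 active = inhibition of at least 40% at 10 µM in the primary screen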;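 note: plate controls were DMSO with enzyme for no effect and no enzyme wells for full effect; values of inactives mirror those of a sister screen read the other way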
NR3A LBD binder = modulates the human NR3A ligand-binding domain | 2.5% of 340,000 active | Tm shift relative to glycine control, % at 25 µM | NR3A LBD differential scanning fluorimetry, Tm shift; 0% = protein alone, 100% = glycine-bound protein | AID 1259313;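 active = melting temperature shift of at least 10% of the positive control shift, at one fixed dose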
An asterisk follows results filed as active; x = no result given.

SMILES	MPTP block	hIAP activ	APOBEC3G inh	mIAP act	hIAP block	beta cell repl	APOBEC3A inh	mIAP block	NR3A LBD binder
O=C(NCCN1CCN(C(=O)C(c2ccccc2)c2ccccc2)CC1)C(=O)Nc1ccccc1	-2.5	1.1	-3	1	-6	0	-3	-2	2
C[C@@H]1CN([C@@H](C)CO)C(=O)Cc2cc(NC(=O)Nc3cccc4ccccc34)ccc2O[C@@H]1CN(C)S(C)(=O)=O	0.7	0.87	-3	2.3*	13	-2	2	-127	-10
CC(=O)c1cccc(S(=O)(=O)Nc2ccccc2N2CCOCC2)c1	-1.5	0.87	-1	1.1	13	0	4	-7	-2
CCc1ccc(C2CC(c3cccc(Cl)c3)n3nc(N)nc3N2)cc1 (stereo unspecified)	40	0.92	1	0.98	8	-6	0	2	2
COc1cc(Cl)c(C)cc1NCC(=O)Nc1cccc(S(=O)(=O)N2CCCC2)c1	1.4	1	-4	1.3	-2	-7	-1	-31	-3
c1ccc(-c2nc3ccccc3[nH]2)nc1	-0.1	0.95	0	1	5	-1	0	-1	-4
Cc1cc(=O)n(C)c(=O)n1CCCCCOc1cccc([N+](=O)[O-])c1	2.9	0.82	-3	1.1	18	1	-3	-5	1
CCC(C)[C@H](NS(=O)(=O)c1ccc(C)cc1)C(=O)N1CCC(C(=O)N2CCC(C(N)=O)CC2)CC1 (stereo partly specified)	-0.8	1.1	-10	1	-8	1	-4	-4	-1
O=C1[C@@H]2[C@H](Cc3ccc(O)cc3)N[C@]3(C(=O)Nc4ccccc43)[C@@H]2C(=O)N1c1ccc(F)cc1	-1.0	0.9	-4	1	10	-3	2	-3	x
O=C(c1ccccc1)C(O)c1ccccc1 (stereo unspecified)	0.2	0.89	-7	0.98	11	-6	4	2	2
Cc1ccc(/C=N/NC(=O)c2c[nH]c3ccccc23)o1	0.4	0.8	-3	0.93	20	-2	2	7	17*
O=C(/C=C/c1ccccc1)OCCN1C(=O)c2ccccc2C1=O	1.4	1.1	-7	0.98	-9	-3	-1	2	2
Cc1cccc2cc(CN(Cc3cccs3)C3(c4nnnn4C4CCCC4)CCCC3)c(=O)[nH]c12	0.1	1.3	-5	0.95	-32	-2	-2	5	11*
COc1ccc(CN(C)C(=O)c2cc(S(=O)(=O)Nc3ccccc3F)ccc2C)c(OC)c1	0.6	1.1	-4	1	-12	5	-4	-4	-1
COc1cccc(CN(C(=O)Cc2c[nH]c3ccccc23)C(C(=O)NC2CCCCC2)c2cccs2)c1 (stereo unspecified)	6.5	0.96	-2	1.1	4	-6	2	-12	-1
CC(C)N(Cc1nccn1C)C(=O)c1cc(COc2cccc(C(F)(F)F)c2)on1	-0.4	0.79	-4	0.96	21	-2	-1	4	1
COc1ccc(C(=O)OCC(=O)N2CCN(C(=O)c3ccco3)CC2)cc1OC	7.4	0.96	-2	1	4	2	1	-2	-1
COc1ccccc1/C=C1\SC(=S)N(CC(=O)NC2CCS(=O)(=O)C2)C1=O (stereo unspecified)	-0.3	1.2	-3	0.9	-24	1	-2	10	-1
O=C(NC(=O)c1cccc(F)c1)Nc1nc(-c2ccc(F)cc2)cc(C(F)(F)F)n1	1.6	0.91	-7	1.1	9	-1	2	-11	1
CN(CC(=O)N1CCN(c2ccccc2)CC1)S(=O)(=O)c1cnc[nH]1	-1.9	1	-2	0.94	-1	-1	-1	6	1
Nc1ccccc1-c1nnn(CC(=O)Nc2ccc3c(c2)OCCO3)n1	-1.5	1	5	1.1	0	-1	-2	-7	2
COC1=C/C(=C/c2c(N)n3c(nc2=O)sc2cc(S(C)(=O)=O)ccc23)C=CC1=O	7.1	0.71	-9	0.74	29	-2	-5	26	6
Cc1ccc(CN2CCCCC2C(=O)Nc2ccc(Oc3cccnc3)cc2)o1 (stereo unspecified)	-1.4	0.92	-6	0.91	8	-3	-4	9	3
CCOC(=O)Cc1csc(NC(=O)c2csc(C)c2)n1	6.1	0.8	-8	0.95	20	1	-4	5	2
CC(C)(C)NC(=O)C(c1ccncc1)N(C(=O)c1csnn1)c1ccccc1 (stereo unspecified)	-1.1	1	0	0.96	-3	-1	1	4	-3
COc1ccccc1CNC(=O)CN1CCN(S(=O)(=O)c2cccs2)CC1	0.2	0.94	0	1	6	-2	-4	0	1
Cc1cc(C)nc(NS(=O)(=O)c2ccc(NC(=O)C(C)Oc3ccccc3F)cc2)n1 (stereo unspecified)	2.0	1	1	1	-1	-2	0	-4	1
Cc1ccc(NC(=O)CNC(=O)c2cccc(Cl)c2)nc1	-0.9	0.99	-9	0.95	0	2	0	5	1
CSc1ccc(CN(C)CC(=O)Nc2ccccc2Br)cc1	1.4	0.99	-6	1.1	1	-3	0	-8	-3
O=C(CCC(=O)OCc1cccc([N+](=O)[O-])c1)Nc1ccccc1Cl	0.0	1	4	0.99	-4	-2	3	0	-3
Cc1ccc(NS(=O)(=O)c2cccc(C(=O)NC3CC3)c2)c(C)c1	-0.2	0.98	-8	1	2	-2	-4	0	-1
COc1cccc(C(=O)N/N=C(\CC(C)C)c2ccccc2)c1	-4.9	1.1	3	0.77	-11	0	2	24	-3
O=P(O)(CCc1ccccc1)CN1CCCCC1	-1.2	1.1	-5	0.97	-5	-3	-1	3	1
COc1ccc(S(=O)(=O)N2CCOCC2)cc1NC(=O)CSc1nnc2n1CCCCC2	-2.4	1	-8	0.97	-4	0	-1	3	0
O=C(c1cc(-c2ccc(Cl)s2)nc2ccccc12)N1CCOCC1	-1.5	0.98	-1	0.93	2	2	3	7	-1
Cc1cccc(N(C(=O)c2csnn2)C(C(=O)NCc2ccccc2)c2ccncc2)c1 (stereo unspecified)	-1.5	1	12	1.1	-2	1	3	-11	0
O=C(c1cc2c(s1)-c1ccccc1OC2)N1CCCC1	0.0	1.1	-1	1	-6	-3	3	-3	-1
COc1ccc(OC)c(C2Nc3nc4ccccc4n3C(C)=C2C(=O)Nc2ccc(C)cc2C)c1 (stereo unspecified)	-3.3	0.89	1	0.94	11	-1	6	6	0
CCOc1ccc(N(CC(=O)Nc2ccccc2C(=O)NC(C)CC)S(C)(=O)=O)cc1 (stereo unspecified)	-1.2	0.96	-7	0.96	4	0	-2	4	-12
CCOC(=O)C1(Cc2cccc(OC)c2)CCN(CC(O)CO)CC1 (stereo unspecified)	1.1	1	-6	1	-2	-3	-4	-3	-1
CCCNC(=O)c1onc(CSc2ccc(Cl)cc2)c1C(=O)NCCOC	-2.2	0.95	-4	0.89	5	0	-1	11	0
COc1ccc(Cl)cc1-c1nc(-c2ccc(NC(=O)c3ccncc3)cc2)no1	-2.4	1.2	4	0.98	-21	0	1	2	26*
CCOc1cc(C=O)ccc1OCC(=O)N1CCCC1	-2.0	1.1	-5	1.1	-13	-3	-1	-5	0
C=CCNC(=O)CSc1nnc(C(CC)N(C)C)n1C1CCCCC1 (stereo unspecified)	-0.1	0.88	-7	1	12	-1	-3	-3	0
COC(=O)c1ccc(C(=O)OC)c(NC(=S)N2CCN(c3cccc(Cl)c3)CC2)c1	0.1	0.9	-3	0.92	10	-2	-5	8	8
Cc1ccc(NC(=O)c2cc3ccccc3cc2O)cc1	70*	0.99	-4	0.85	1	-7	6	15	22*
COc1cccc(OCC(=O)O/N=C(\N)c2ccc(OC)c(OC)c2)c1	-0.2	0.93	-8	0.96	7	0	-3	4	2
COc1ccc(Nc2ncnc3c2oc2ccccc23)cc1	0.0	1	-4	1	-2	0	0	-2	-1
Cc1ccc(NC(=S)N/N=C/c2ccc(OCCC(C)C)cc2)c(C)c1	19	0.94	-2	0.91	6	-6	1	9	0
N=C1c2ccccc2CN1NC(=O)c1cccc(S(=O)(=O)N2CCCC2)c1	-0.4	1	-1	1	-4	-4	2	-2	-1
CCC(C(=O)Nc1ccc(C(C)C)cc1)c1ccccc1 (stereo unspecified)	37	2.9*	-3	1.1	-192	-2	3	-13	1
O=C(c1ccc(CS(=O)(=O)c2c(Cl)cccc2Cl)o1)N1CCN(c2ccccn2)CC1	-1.6	0.91	-3	0.98	9	-2	1	2	0
COc1ccc(C)cc1S(=O)(=O)N(C)CC(=O)N1CCC(C(N)=O)CC1	-1.4	0.89	-5	0.98	11	-1	2	2	-2
COc1ccccc1C(NC(C)=O)c1c(O)ccc2ccc(O)cc12 (stereo unspecified)	2.0	0.92	-5	0.88	8	-1	-1	12	0
COc1ccc(N(C)S(=O)(=O)c2c(C)[nH]c(=O)[nH]c2=O)cc1	-0.1	0.92	3	0.97	8	2	0	3	-1
O=C(OCc1c(F)cccc1Cl)c1cnccn1	0.2	1.1	-6	0.99	-6	-4	0	0	1
CCN(CC)S(=O)(=O)c1ccc(/C=C/C(=O)OCC(=O)N(C)C)cc1	-1.1	1.1	-8	1.1	-7	-3	-9	-9	0
Cc1ccc2nc(-c3ccc(NC(=S)NCCC(C)C)cc3)sc2c1	3.6	0.99	3	1.1	0	-2	1	-12	24*
O=C1c2ccccc2C(=O)c2c(Nc3ccc(CCO)cc3)ccc(O)c21	3.5	0.9	-1	0.98	10	-5	-2	2	-10
CC(=O)Nc1ccc(NC2=CC(=O)c3ccccc3C2=O)cc1	2.8	1.1	8	0.93	-9	-4	6	7	1

For convenience, five of the compounds above:
SMILES	MPTP block	hIAP activ	APOBEC3G inh	mIAP act	hIAP block	beta cell repl	APOBEC3A inh	mIAP block	NR3A LBD binder
O=C(NCCN1CCN(C(=O)C(c2ccccc2)c2ccccc2)CC1)C(=O)Nc1ccccc1	-2.5	1.1	-3	1	-6	0	-3	-2	2
C[C@@H]1CN([C@@H](C)CO)C(=O)Cc2cc(NC(=O)Nc3cccc4ccccc34)ccc2O[C@@H]1CN(C)S(C)(=O)=O	0.7	0.87	-3	2.3*	13	-2	2	-127	-10
CC(=O)c1cccc(S(=O)(=O)Nc2ccccc2N2CCOCC2)c1	-1.5	0.87	-1	1.1	13	0	4	-7	-2
CCc1ccc(C2CC(c3cccc(Cl)c3)n3nc(N)nc3N2)cc1 (stereo unspecified)	40	0.92	1	0.98	8	-6	0	2	2
COc1cc(Cl)c(C)cc1NCC(=O)Nc1cccc(S(=O)(=O)N2CCCC2)c1	1.4	1	-4	1.3	-2	-7	-1	-31	-3

More entries.
SMILES	MPTP block	hIAP activ	APOBEC3G inh	mIAP act	hIAP block	beta cell repl	APOBEC3A inh	mIAP block	NR3A LBD binder
COc1ccc(S(=O)(=O)Nc2cccc(SC)c2)cc1C(=O)N1CCOCC1	0.8	1	-9	0.98	0	1	-4	2	-1
Cc1cccc(NC(=S)NCC(c2cccnc2)N2CCOCC2)c1 (stereo unspecified)	0.1	1.1	-4	1.1	-7	0	-6	-10	1
COc1ccc(-c2nc(N)ncc2-c2ccc(Cl)cc2)c(O)c1	0.1	0.97	-3	1	3	1	-2	0	-4
COc1ccc2c(C)c(Cl)c(=O)oc2c1	-0.6	1	-2	1	-4	0	0	-2	1
COc1ccc(N2CCN(C(=O)C3CCCN(S(=O)(=O)c4ccc5c(c4)oc(=O)n5C)C3)CC2)cc1 (stereo unspecified)	0.1	0.98	0	1	2	-3	-3	-2	-3
Cn1c(Cn2c(=O)sc3ccccc32)nnc1SCC(=O)NCc1ccccc1	-3.3	0.98	1	1.1	2	-2	4	-7	1
Cc1cc(NC(=O)c2cccc(S(=O)(=O)N3CC(c4ccccc4)CC3=O)c2)no1 (stereo unspecified)	-2.3	0.92	0	1	8	2	3	0	2
O=C(NCC1CCCO1)C1CCCN1C(=O)NC1CCCCC1 (stereo unspecified)	-1.8	1	-6	1.1	-2	-5	-3	-7	0
Cc1cc(C)c2nc(SCCc3ccccc3)nc(C)c2c1	71*	1	7	0.98	-3	-4	1	2	2
CCCc1cc(=O)[nH]c(SCC(=O)Nc2sc3c(c2C#N)CCCC3)n1	4.0	0.8	-4	0.89	20	-2	-1	11	2

Screening data from PubChem BioAssay.
